SKKanGAS inh – SKKanGAS growth inhibition | S. pyogenes SKKanGAS, kanamycin growth, BacTiter-Glo, 6 h | inhibition, % at 7.5 µM | 1.3% of 300,000 active | AID 1662;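 active = mean replicate score, as percent of positive control median, at least 50; inconclusive = mean below 50 but one replicate at or above 50; inactive = mean and every replicate below 50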;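 note: strain carries kanamycin resistance gene driven by streptokinase promoter and grows in 40 µg/ml kanamycin; loss of luminescence reflects streptokinase promoter inhibition or plain growth inhibition; 0% = median of DMSO wells and 100% = positive control at its reference dose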
KLF5 inh – inhibitors of KLF5 expression; DLD-1 KLF5 promoter-luciferase reporter, luminescence; inhibition, % at 5 µM; 0.23% of 290,000 active; AID 1700;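 active = inhibition above a per-plate limit of that plate's mean compound inhibition plus 3 SD, cut at about 60% in these data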;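 note: 0% = DMSO wells and 100% = LY294002 at 200 µM; higher means less KLF5 promoter-driven luciferase light; inactives centre near -14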
IEC-6 tox – kills IEC-6 intestinal cells in KLF5 counter-screen; IEC-6 cytotoxicity, luminescence viability; inhibition, % at 5 µM; 0.78% of 290,000 active; AID 1825; in the data active = inhibition above about 22%;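 note: 0% = plate median of test compound wells and 100% = cytotoxic reference compound wells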
HIF activator – HIF pathway transcriptional activation; U2OS HRE-luciferase reporter, luminescence; normalized: DMSO 0%, desferrioxamine 100%; activation, % at 7.5 µM (by protocol); 0.32% of 300,000 active;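 active = mean activation of at least 10% of the iron chelator positive control signal, with at least half of replicates also reaching 10%; inconclusive = mean and replicate majority disagree about reaching 10%; inactive = mean and most replicates under 10%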
TRPC6 activator – mouse TRPC6 channel activation; B-score at 10 µM; HEK293-TRPC6 membrane potential dye fluorescence; hits give high values; 0.13% of 310,000 active; Q61143;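 active = B-score of the integrated fluorescence ratio above library mean plus 3 SD, and starting fluorescence ratio within library mean plus 5 SD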;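 note: higher score means more depolarization so channel activation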
aSyn UTR inh – MLPCN primary screen, SNCA 5' untranslated region | inhibition, % (tested at 7.5 µM) | 0.82% of 300,000 active | alpha-synuclein 5'UTR reporter, inhibitor activity; in the data active = inhibition above about 60%; inconclusive = no clear call, values can overlap the other calls;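 note: H4 neuroglioblastoma cells stably carrying SNCA 5'UTR luciferase fusion; 0% = DMSO wells and 100% = positive control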
MrgX1 antag – blocks BAM8-22 activation of human MrgX1 receptor. MRGX1-HEK293 calcium flux, Fluo-4, BAM8-22 antagonism; hits give low values. B-score at 10 µM. AID 588676. Q96LB2. 1.3% of 310,000 active;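 active = calcium-response B-score plate-corrected more than 3 library SD below zero, starting fluorescence within 5 deviations, no agonist response on first addition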;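 note: peak minus trough fluorescence over baseline after final BAM8-22 challenge near maximal dose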
TRPC4 PAM – TRPC4 (mouse) allosteric potentiation | HEK293 TRPC4beta/mu-opioid, DAMGO EC20, Fluo-4 Ca2+ flux; hits give high values | B-score at 10 µM | 0.42% of 310,000 active | AID 2227;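 active = B-score of calcium response area above 5 SD of library B-scores, with initial fluorescence ratio within 5 SD of library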;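 note: B-score of integrated fluorescence ratio over time as area under calcium response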
Target sequence (Q9QUQ5 whole entry, looked up): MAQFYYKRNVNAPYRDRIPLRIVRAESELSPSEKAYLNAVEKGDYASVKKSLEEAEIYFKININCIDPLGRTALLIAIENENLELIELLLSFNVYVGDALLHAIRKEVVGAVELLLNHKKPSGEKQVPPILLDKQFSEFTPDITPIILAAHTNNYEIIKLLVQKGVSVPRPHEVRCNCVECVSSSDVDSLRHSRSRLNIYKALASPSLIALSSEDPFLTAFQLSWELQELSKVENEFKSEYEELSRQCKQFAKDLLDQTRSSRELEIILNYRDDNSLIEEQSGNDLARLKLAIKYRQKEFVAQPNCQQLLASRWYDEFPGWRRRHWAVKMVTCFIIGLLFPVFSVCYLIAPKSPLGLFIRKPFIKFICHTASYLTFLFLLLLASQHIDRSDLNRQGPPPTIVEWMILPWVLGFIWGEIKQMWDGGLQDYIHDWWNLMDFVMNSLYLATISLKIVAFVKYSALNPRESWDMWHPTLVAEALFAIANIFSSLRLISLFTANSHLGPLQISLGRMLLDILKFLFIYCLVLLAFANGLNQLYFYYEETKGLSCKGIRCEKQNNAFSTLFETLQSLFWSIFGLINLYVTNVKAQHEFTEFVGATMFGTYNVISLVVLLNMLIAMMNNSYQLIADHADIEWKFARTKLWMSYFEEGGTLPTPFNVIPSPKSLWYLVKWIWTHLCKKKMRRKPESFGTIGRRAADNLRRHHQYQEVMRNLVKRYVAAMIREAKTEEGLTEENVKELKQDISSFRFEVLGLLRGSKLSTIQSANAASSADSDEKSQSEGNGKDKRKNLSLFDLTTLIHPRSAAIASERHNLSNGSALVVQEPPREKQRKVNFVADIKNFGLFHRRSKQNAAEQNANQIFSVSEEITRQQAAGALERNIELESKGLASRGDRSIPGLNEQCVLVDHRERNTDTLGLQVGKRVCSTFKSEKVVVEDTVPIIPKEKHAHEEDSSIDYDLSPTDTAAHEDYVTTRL
TRPC6 inh – inhibitors of mouse TRPC6 channel. B-score at 10 µM. HEK293-TRPC6, membrane potential dye, ACh-evoked depolarization; hits give low values. AID 2553. 1.1% of 310,000 active;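 active = B-score under library mean minus 3 SD, initial fluorescence not abnormally high, positive integrated signal ratio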;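 note: B-score derived from integrated fluorescence ratio over the kinetic read; more negative B-score means stronger inhibition of depolarization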
TRPC4 inh – blocks the mouse TRPC4 cation channel | B-score at 10 µM | 0.39% of 300,000 active | HEK293 TRPC4beta/mu-opioid, DAMGO-evoked Fluo4 calcium flux; hits give low values | Q9QUQ5;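 active = B-score over 3 SD under the library average, no early fluorescence shift, positive overall ratio signal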
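material = TRPC4beta/mu-opioid receptor HEK293 cell line | probe or stimulus = sequential submaximal and maximal DAMGO stimulation | compound dosing = one concentration per compound | measured by = Fluo4 Ca2+ flux fluorescence | evaluation = integrated fluorescence ratio relative to baseline, converted to per-well B score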
TRPC4 act – opens the mouse TRPC4 cation channel | 0.49% of 310,000 active | AID 2237 | B-score at 10 µM | HEK293 TRPC4beta/mu-opioid, Fluo4 calcium fluorescence; hits give high values;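 active = B-score above 5 SD of library B-scores, and initial fluorescence ratio not above library mean plus 5 SD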;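 note: positive B-score marks a calcium rise read as TRPC4 activation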
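Assay system – TRPC4beta and mu-opioid receptor HEK293 stable cells · Measured by – Fluo4 fluorescence, kinetic · Schedule – dye loading 45 min room temperature, 110 s kinetic read · Read-out – B-scored integrated calcium fluorescence ratio · Controls – buffer and maximal DAMGO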
* marks the source's active call; other numbers are inactive results; i = inactive; u = inconclusive; x = not tested or not shown.

SMILES	SKKanGAS inh	KLF5 inh	IEC-6 tox	HIF activator	TRPC6 activator	aSyn UTR inh	MrgX1 antag	TRPC4 PAM	TRPC6 inh	TRPC4 inh	TRPC4 act
CCOc1ccc(NC(=O)NNC(=O)COc2ccc3ccccc3c2)cc1	-1.2	-11.0	-6.3	-0.2	i	7.9	-6.7*	i	i	i	i
CC1CCC(NC(=O)C(NC(=O)c2ccccc2)C(C)C)CC1 (stereo not drawn)	-1.1	-26.7	3.0	-0.3	i	7.8	i	i	i	i	i
CN(CC(=O)Nc1ccc(Cl)cc1)C(=O)CCc1nc2sc3c(c2c(=O)[nH]1)CCCC3	14.1	x	x	-1.5	i	2.9	i	i	i	i	i
CCOC(=O)Nc1ccc2c(COC(=O)CN(C)S(=O)(=O)c3ccc(C)cc3)cc(=O)oc2c1	-0.8	x	x	0.4	i	-49.4	i	i	i	i	i
COCc1cc(C)nc2sc(C(=O)N3CCN(c4ccccc4)CC3)c(N)c12	-10.1	-17.7	7.9	-0.2	i	13.0	i	i	i	i	i
CCOc1cccc2sc(=NC(=O)CCS(=O)(=O)c3ccccc3)n(CC)c12	5.7	-41.3	0.3	-0.9	i	30.9	i	i	i	i	i
Cc1ccc(C(=O)O/N=C\c2ccc(N3CCCCC3)c([N+](=O)[O-])c2)cc1	15.4	-9.2	4.0	0.2	i	27.9	i	i	i	i	i
Cn1c(-c2cccc(Br)c2)cnc1NCc1ccccc1O	24.8	-21.3	-3.0	-28.6	i	-11.5	i	i	i	i	i
CN(C)/C=N/c1ncn(-c2ncc(C(F)(F)F)cc2Cl)n1	1.4	-52.7	-0.2	0.8	i	-84.8	i	i	i	i	i
CCN(CC)CC(C)OC(=O)COc1ccc(OC)cc1 (stereo not drawn)	0.9	-5.8	-3.0	0.1	i	3.0	i	i	i	i	i
CC1Cc2ccccc2N1C(=O)CN1CCN(Cc2ccccc2)CC1 (stereo not drawn)	0.9	-56.2	-2.9	0.5	i	8.7	i	i	i	i	i
FC(F)(F)c1cccc(N2CCC(N=CN3CCCCCC3)=N2)c1	-4.9	-11.8	5.8	2.0	i	-39.9	i	i	i	i	i
O=C(c1ccc(N2C(=O)C3C4CC(C(Br)C4Br)C3C2=O)cc1)N1CCCCC1 (stereo not drawn)	1.8	-2.6	-0.4	-19.9	i	2.2	x	i	i	i	i
COc1ccc(CCNC(=O)CSc2nnnn2Cc2ccc3c(c2)OCO3)cc1OC	-4.1	-16.4	-0.7	-0.3	i	-13.9	i	i	i	i	i
O=C(c1ccco1)N1CCN(C(c2cccs2)c2sc3ncnn3c2O)CC1 (stereo not drawn)	-0.7	-4.1	3.9	-0.5	i	10.4	i	i	i	i	i
O=C1CC(N2CCSCC2)C(=O)N1c1ccc(F)cc1 (stereo not drawn)	3.3	-24.6	7.4	0.4	i	5.5	i	i	i	i	i
CC(=O)Nc1ccc(N/C(C)=C/C(=O)c2cccnc2)cc1	-0.3	-31.9	1.8	0.7	i	7.7	i	i	i	i	i
CC(Nc1nc(N2CCN(CCO)CC2)nc2ccccc12)c1ccccc1 (stereo not drawn)	-3.0	-10.3	0.7	-0.3	i	-19.3	i	i	i	i	i
O=C(COc1ccc(/C=N/NS(=O)(=O)c2ccccc2)cc1)NCCc1ccccc1	-3.3	-5.1	-3.5	-0.3	i	-20.6	i	i	i	i	i
Cc1ccc(-n2nnnc2SC(C)C(N)=O)c(C)c1 (stereo not drawn)	-4.7	-24.3	-4.3	-0.5	i	-14.8	i	i	i	i	i
CCCOc1ccc(OCCN2CCCC(C)C2)cc1 (stereo not drawn)	-3.1	-5.3	3.5	0.4	i	-9.7	i	i	i	i	i
O=C(Oc1c(CN2CCOCC2)cc(Cl)c2cccnc12)c1ccccc1F	11.6	-8.5	-1.4	3.5	i	105.8*	i	i	i	i	i
Cc1ccc(C(=O)NCCN2CCNC2=O)cc1	2.6	-46.5	7.7	1.2	i	-37.7	i	i	i	i	i
O=C(CNC(=O)c1cccs1)NCC(=O)OCc1ccc(Cl)cc1Cl	-5.3	-10.3	-6.2	-0.3	i	8.8	i	i	i	i	i
C=Cn1cc[n+](CC(=O)c2ccc(Br)s2)c1	3.8	-24.0	0.2	-0.2	i	-1.8	i	i	i	i	i
Next section.
SMILES	SKKanGAS inh	KLF5 inh	IEC-6 tox	HIF activator	TRPC6 activator	aSyn UTR inh	MrgX1 antag	TRPC4 PAM	TRPC6 inh	TRPC4 inh	TRPC4 act
COc1ccc(-c2cc(CNS(=O)(=O)c3ccc(NC(C)=O)cc3)on2)cc1	-2.6	-5.4	2.5	-0.2	i	4.5	i	i	i	i	i
Cc1cc(C(=O)CC#N)c(C)n1-c1c(C)n(C)n(-c2ccccc2)c1=O	-3.8	-6.5	0.6	-0.9	i	25.7	i	i	i	i	i
COc1ccc(N2CCN(C(=O)NC(=O)c3ccccc3)CC2)cc1	-3.3	-4.6	5.7	0.0	i	-15.4	i	i	i	i	i
COc1ccccc1NC(=S)NC(NC(=O)CC(C)C)C(Cl)(Cl)Cl (stereo not drawn)	-6.1	-23.9	-2.5	-0.2	i	-7.8	i	i	i	i	i
Cc1ccc(-n2ncc3c2CC(C)(C)CC3NC(=O)c2ccncc2)cc1 (stereo not drawn)	-1.9	-33.3	3.6	-0.4	i	31.0	i	i	i	i	i
Cc1cc(C(=O)N/N=C/c2cc(Br)ccc2OC(=O)c2ccccc2Cl)n[nH]1	16.7	12.2	-13.6	-0.1	i	u	i	i	i	i	i
CC1(C)CCCC2=C1CC1C(=O)N(c3ccccc3)C(=O)C1C2 (stereo not drawn)	5.7	-20.7	2.1	-0.2	i	-13.3	i	i	i	i	i
O=C(Nc1ccc2ccccc2c1)c1cc(F)c(F)cc1Cl	17.1	-136.4	0.7	2.7	i	-140.4	i	i	i	i	i
Cc1ccc(NC(=O)c2ccc(CN3CCc4ccccc4C3)cc2)cc1	5.3	-54.7	-4.9	1.9	i	-101.0	i	i	i	i	i
COc1ccc2cnn(CCOc3cc(C)ccc3C(C)C)c(=O)c2c1OC	-4.6	-33.4	3.2	0.6	i	-6.0	i	i	i	i	i
Cc1cccc(N=C2NC(=O)C(CO)(CO)S2)c1	-0.2	-57.0	-1.0	-1.4	i	10.3	i	i	i	i	i
COc1ccc(Cl)cc1S(=O)(=O)NC(C)C(=O)NCc1ccncc1 (stereo not drawn)	7.1	-4.4	-5.9	-0.2	i	9.1	i	i	i	i	i
COC(=O)CSc1nc(COc2ccccc2)nc2ccccc12	2.7	-35.0	0.5	0.3	i	25.3	i	i	i	i	i
O=C(O)CN1C(=O)/C(=C\c2cn(CC(=O)N3CCOCC3)c3ccccc23)SC1=S	1.2	-23.9	-2.7	-0.1	i	-18.8	i	i	i	i	i
Nc1nc(C2C(=O)CCCC2=O)cs1	-1.4	-5.3	-6.1	-0.5	i	-26.8	i	i	i	i	i
COc1ccc(N2CCN(C(=O)CSc3nc4[nH]ncc4c(=O)n3-c3cccc4ccccc34)CC2)cc1	11.5	-30.2	-1.1	-1.1	i	-6.6	i	i	i	x	i
Cc1ccc(S(=O)(=O)/N=C(/Nc2cccc(C(=O)O)c2)c2ccccc2)cc1	4.3	1.6	0.5	0.2	i	1.3	i	i	i	i	i
COc1ccccc1OCC#CCSc1ncccn1	-1.4	-39.5	4.6	2.3	i	-80.6	i	i	i	i	i
COC(=O)c1cccc(NC(=O)Nc2ccc(Cl)c(Cl)c2)c1	5.4	-36.9	-0.1	2.8	i	-134.1	i	i	i	i	i
COc1ccc(C(O)(CCC(C)C)C(CN2CCOCC2)c2ccccc2)cc1 (stereo not drawn)	3.5	2.3	-2.0	-0.5	i	31.5	i	i	i	i	i
Cc1c(Cl)cccc1NC(=S)NCC1COc2ccccc2O1 (stereo not drawn)	8.4	-4.6	0.3	-0.3	i	8.8	i	i	i	i	i
COc1ccccc1OCC(O)Cn1nc(C)cc1C (stereo not drawn)	1.6	3.7	-1.5	0.4	i	-12.6	i	i	i	i	i
CCN(CC)CCOC(=O)c1ccc(NC(=O)C(C)NC(=O)C23CC4CC(CC(C4)C2)C3)cc1 (stereo not drawn)	1.1	-12.1	-0.4	0.0	i	10.5	i	i	i	i	i
CC(C)N1CCCC(CNC(=O)CCc2nnc(CCCCc3ccccc3)o2)C1 (stereo not drawn)	-1.5	-8.8	0.9	-0.7	i	-11.5	i	i	i	i	i
CCCCCC1CC(CC(=O)NC(=S)Nc2ccc([N+](=O)[O-])cc2)C(=O)O1 (stereo not drawn)	-6.9	-20.8	4.0	-0.1	i	-3.3	i	i	i	i	i
Other entries
SMILES	SKKanGAS inh	KLF5 inh	IEC-6 tox	HIF activator	TRPC6 activator	aSyn UTR inh	MrgX1 antag	TRPC4 PAM	TRPC6 inh	TRPC4 inh	TRPC4 act
O=C(NCc1cccnc1)NC1CC(=O)N(c2ccc3c(c2)OCCO3)C1 (stereo not drawn)	5.9	-25.2	-2.8	0.1	i	-3.0	i	i	i	i	i
Cc1ccc2cc3cc(C(=O)NCCCN4CCCCCC4)oc3nc2c1	-2.4	-8.8	2.3	3.9	i	-9.6	i	i	i	i	i
O=C(CSc1ccc(-c2ccccn2)nn1)c1ccc([N+](=O)[O-])cc1	-2.0	-26.7	-2.1	-0.2	i	-6.3	i	i	i	i	i
Cc1ccccc1NC(=O)CNC(=O)c1ccc(C(F)(F)F)cc1	5.5	-13.3	12.3	0.5	i	-19.5	i	i	i	i	i
C=CCNC(=O)Cc1c(OC)ccc2cc(Br)ccc12	-7.4	-11.3	4.0	-0.4	i	-23.5	i	i	i	i	i
Cc1cc2cc(CNC(=O)c3ccco3)ccc2n1C	0.0	x	x	-0.4	i	-9.2	i	i	i	i	i
COc1cc(/C=N/Nc2ccc(C(=O)O)cc2)cc(OC)c1OC	-1.9	-78.5	9.7	1.5	i	-147.9	i	i	i	i	i
Nc1nc2c(c(=O)[nH]1)CN(Cc1ccccc1)CC2	-0.8	x	x	-0.4	i	10.8	i	i	i	i	i
O=C(c1ccc(F)cc1)N1CCCN(c2nc(-c3ccccc3)ns2)CC1	6.0	-11.9	9.0	-0.2	i	-11.9	i	i	i	i	i
O=[N+]([O-])c1cccc2ccc(/C=C/c3ccc(Cl)cc3)nc12	3.1	-24.7	9.7	1.8	i	-149.3	i	i	i	i	i
COc1cc2[nH]c3c(=O)n(N)c(=O)[nH]c3c2cc1OC	1.2	-19.7	-1.3	-19.8	i	14.8	i	i	i	i	i
CCC(C)n1c(-c2cccs2)nc2nc3ccccc3nc21 (stereo not drawn)	0.7	-14.7	-2.2	-0.5	i	16.8	i	i	i	i	i
COc1ccc(S(=O)(=O)Nc2ccc(NC(C)=O)cc2)cc1	-2.9	-20.8	11.5	-3.5	i	-10.6	i	i	i	i	i
N#Cc1cccc(NC(=O)COC(=O)c2ccccc2C(=O)c2ccc(Cl)c([N+](=O)[O-])c2)c1	7.4	-27.9	-7.2	-0.7	i	-63.7	i	i	i	i	i
CC(C)c1nnc(NC(=O)CC(=O)Nc2ccccc2C(=O)O)s1	5.4	-41.2	-0.8	-1.0	i	58.5	i	i	i	i	i
